# Mdm2 MdmX PPI: human Mdm2/MdmX binding inhibition; AID 485346; 3% of 330,000 active; inhibition, % at 8 µM; SaOS-2 split-luciferase Mdm2/MdmX complementation, luminescence;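 active = inhibition of at least 50% at 8 µM in the primary screen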
# XBP1 UPR activ: activators of adaptive arm of unfolded protein response (XBP1). CHO-XBP1 luciferase reporter, IRE1-XBP1 UPR activation, luminescence; percent of tunicamycin response, DMSO as zero. activation, % at 20 µM. 0.33% of 330,000 active. AID 463104;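 active = versus positive control, 20 µM dose yields 30% or more activation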;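 also: 100% = tunicamycin at 10 µg/mL and 0% = DMSO only wells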
#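 incubation = overnight seeding at 37 °C, 6 h compound treatment at 37 °C | assay system = CHO-XBP1 cells stably carrying IRE1-XBP1-driven luciferase reporter | input = 1000 cells per well | detection = luciferase luminescence | dosing = single point, 20 µM final compound, 1% DMSO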
# EBI2 block: EBI2 (human) antagonism; P32249; EBI2 beta-arrestin recruitment, luminescence, 7a,25-OHC stimulated; inhibition, % at 5 µM; 0.81% of 360,000 active; AID 651636; in the data active = inhibition above about 38%;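 also: enzyme fragment complementation signal reports receptor beta-arrestin coupling in cells; 0% = agonist plus DMSO wells and 100% = wells without agonist; some results beyond the cut were filed as inactive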
# Target sequence (P32249 whole entry, looked up, the tested form may be a part): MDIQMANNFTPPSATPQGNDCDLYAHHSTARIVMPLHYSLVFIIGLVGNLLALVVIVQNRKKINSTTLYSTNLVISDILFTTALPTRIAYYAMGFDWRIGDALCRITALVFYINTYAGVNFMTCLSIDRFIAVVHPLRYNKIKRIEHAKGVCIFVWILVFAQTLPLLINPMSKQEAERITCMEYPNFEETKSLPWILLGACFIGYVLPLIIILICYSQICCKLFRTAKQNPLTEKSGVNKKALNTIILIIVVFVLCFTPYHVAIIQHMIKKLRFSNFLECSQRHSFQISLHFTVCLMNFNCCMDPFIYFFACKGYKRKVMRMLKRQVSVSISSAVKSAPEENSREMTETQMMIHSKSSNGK
# Jurkat NFkB inh: lowers PMA/ionomycin-induced NF-kB signal in Jurkat cells; PMA/ionomycin-induced NF-kB luciferase reporter, luminescence; inhibition, % at 4 µM; 0.53% of 330,000 active; AID 435003; in the data active = inhibition above about 50%
# 697 NFkB inh: inhibitors of the PMA/ionomycin-induced NF-kB reporter in 697 B cells; 697 B-cell NF-kB luciferase reporter, 16 h; inhibition, % at 4 µM; 0.33% of 330,000 active; AID 435022; in the data active = inhibition above about 35%
# CXCR6 block: inhibitors of human CXCR6 receptor. CHO-K1 PathHunter CXCR6 beta-arrestin, luminescence. inhibition, % at 20 µM. 0.36% of 360,000 active. AID 602244; in the data active = inhibition above about 34%, passing the limit was not always enough;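 also: antagonist mode with CXCL16 agonist at 10 nM final; 0% = 10 nM CXCL16 with DMSO and 100% = unstimulated wells without agonist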
# Target sequence (O00574 whole entry, looked up): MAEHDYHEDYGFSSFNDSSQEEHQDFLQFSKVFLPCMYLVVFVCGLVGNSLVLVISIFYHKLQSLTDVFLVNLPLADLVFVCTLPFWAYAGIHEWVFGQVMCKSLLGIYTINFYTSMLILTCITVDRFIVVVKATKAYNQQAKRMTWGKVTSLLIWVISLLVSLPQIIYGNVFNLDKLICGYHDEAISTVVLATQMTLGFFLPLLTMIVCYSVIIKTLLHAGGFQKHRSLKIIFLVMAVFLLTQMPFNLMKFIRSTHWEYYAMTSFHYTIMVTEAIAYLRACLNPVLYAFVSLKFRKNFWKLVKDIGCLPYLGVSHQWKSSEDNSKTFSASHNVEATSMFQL
# Gli-Sufu block: blocks Gli-Sufu signaling in a luciferase reporter. 0.74% of 340,000 active. AID 588413. inhibition, % at 5 µM. Sufu-KO-LIGHT fibroblasts, Gli luciferase reporter luminescence;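 active = inhibition above about 55%, limit read from the data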;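 also: 0% = DMSO-treated cells and 100% = wells with medium but no cells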
# UPR CHOP act: activators of apoptotic arm of unfolded protein response (CHOP). activation, % at 10 µM. 0.34% of 330,000 active. CHO-CHOP luciferase reporter, UPR activation, luminescence; percent of tunicamycin response over DMSO baseline. AID 449763;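 active = at 10 µM dose, activation of 40% or more, normalized to positive control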;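 also: 100% = tunicamycin at 10 µg/mL and 0% = DMSO alone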
#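 Dosing – one dose, 10 µM in 0.5% DMSO · System – CHO-CHOP cells, stable luciferase reporter of PERK-eIF2a-CHOP signalling · Input – 500 cells/well · Control set – tunicamycin 10 µg/mL final as positive, DMSO-only wells as negative · Timing – 6 h compound treatment, 37 °C · Measure – % activation vs tunicamycin · Technique – luminescence read with Steady-Glo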
# CCR6 antag: antagonists of human CCR6 receptor; P51684; CHO-K1 CCR6 PathHunter beta-arrestin, luminescence, CCL20-stimulated; inhibition, % at 20 µM; 0.49% of 340,000 active;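 active = compounds whose inhibition of the agonist-driven luminescence signal at 20 µM reaches about 50%, limit read from the data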;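 also: cells stimulated with CCL20 at 14 nM final; plate controls were DMSO with CCL20 for no effect and DMSO without agonist for full effect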
# Active calls of the source: *; · = no result given. Rows were taken by chance. About 5% of those tested had a hit in this group.
SMILES,Mdm2 MdmX PPI,XBP1 UPR activ,EBI2 block,Jurkat NFkB inh,697 NFkB inh,CXCR6 block,Gli-Sufu block,UPR CHOP act,CCR6 antag
COc1cc(/C=N/NC(=O)c2cnccn2)ccc1O,6,-1,-6,0,4,-7,-1,0.6,6
CC(C)(C)c1nn(-c2ccccc2)c2nc(Cl)c(C=O)cc12,1,-2,-14,-11,2,-9,-13,2.1,13
CCCc1nc2c([nH]1)C(c1cccnc1)C(C#N)=C(N)O2 (stereo unspecified),-18,0,-8,3,13,2,1,3.5,-3
Cc1cc(C(=O)CCC(=O)N(C)CC(=O)Nc2ccccc2Br)c(C)s1,11,2,11,-4,-2,5,-18,0.2,10
CC1CCN(C(=O)CC2C(=O)Nc3c2c(=O)n(C)c(=O)n3Cc2ccccc2)CC1 (stereo unspecified),16,0,-3,11,13,0,-8,0.2,2
Cc1ccc2nc(SCC(=O)Nc3cc(C)on3)nc(=O)n2c1,28,0,-2,8,0,-7,-3,2.6,4
Cc1c(NS(=O)(=O)c2cc(C(=O)Nc3ccc(F)cc3Cl)ccc2Cl)c(=O)n(-c2ccccc2)n1C,·,·,3,·,·,3,5,·,0
CN(CCC1CCOCC1)C(=O)CC1C(=O)NCCN1Cc1c(F)cccc1Cl (stereo unspecified),14,-10,-9,-5,17,0,8,1.1,1
Cc1ccc(CNC(=O)Cc2ccc(-c3ccccc3)cc2)cc1,58*,2,-13,63*,21,0,45,-0.9,-20
Cc1ccc(S(=O)(=O)Nc2nc(-c3ccccc3)cs2)cc1,6,-4,4,1,11,10,-9,-0.4,11
CC(C)C[C@H](NC(=O)C1CCN(S(=O)(=O)c2ccccc2)CC1)C(=O)NCc1ccccn1,13,-4,-9,20,4,3,-13,0.7,12
Cc1ccc(-n2c(=O)[nH]cc(C(=O)N3CCc4ccccc43)c2=O)cc1C,16,-1,-4,-2,-6,0,0,-2.0,15
Cc1ccc(CN(Cc2ccco2)S(=O)(=O)c2ccc(S(=O)(=O)NCC3CCCO3)cc2)cc1 (stereo unspecified),21,-2,1,5,19,4,6,0.0,17
O=C(CN1CCCCC1)NC(=O)Nc1ccccc1F,13,3,-3,-33,-28,-8,-8,1.6,-3
Cc1ccc(-c2nc(S(=O)(=O)c3ccccc3)c(SCC(=O)NCC3CCCO3)o2)cc1 (stereo unspecified),19,-7,3,3,12,12,-4,1.9,17
COc1ccc(S(=O)(=O)N2CCCCC2)cc1NC(=O)c1cccs1,27,-5,-2,-9,3,12,-6,1.6,10
COCCn1c(-c2ccc(OC)cc2)cnc1SCC(=O)Nc1cc(C)on1,-10,-2,-1,-4,-19,4,-4,-2.2,-2
Cc1c(NC(=O)Cc2noc3ccccc23)cccc1[N+](=O)[O-],10,2,5,-3,16,-5,-19,2.1,12
COC(=O)c1cc2c(C)c(C)c3ccccn3c-2c1C(=O)OC,-4,-1,0,3,27,10,-14,0.1,-1
N=C1S/C(=C\c2ccco2)C(=O)N1c1nccs1,38,10,-3,-8,-52,66*,-24,11,83*
O=C(O)c1cc([N+](=O)[O-])ccc1NCCO,14,-4,0,-2,19,3,-1,-2.0,-6
CC1CC(C)CN(C(=O)COC(=O)/C=C/c2ccco2)C1 (stereo unspecified),1,1,2,3,1,8,11,-0.2,4
CCC(CC)C(=O)NCCCN1CCOCC1,-8,-4,-7,7,4,-5,-8,0.0,8
CCn1c(C)nc2cc(C(=O)N/N=C(\C)c3ccc(OC)cc3O)ccc21,·,·,-2,·,·,-1,11,·,-8
Cc1nc2ccccc2c2oc(C(=O)NC3CC3)cc12,25,1,3,4,6,0,-10,-0.1,-1
Nc1nc(NCc2ccco2)nc(N2CCCCC2)c1[N+](=O)[O-],-27,2,2,1,-1,-6,7,3.1,13
Cc1cc(C)cc(NC(=O)Cc2ccc(NC3=NC4CS(=O)(=O)CC4S3)cc2)c1 (stereo unspecified),15,2,-2,-8,11,-9,-2,-1.3,4
COc1ccccc1C(=O)Nc1ccc2c(c1)nc(CCNC(C)=O)n2C,11,0,-5,-42,-38,-6,-24,1.7,-2
O=C(Nc1ccc(Cl)cc1)c1sccc1-n1cccc1,7,-1,11,0,-21,-2,-18,-0.3,10
Cc1ccc(NC2=CC(=O)OC(C)C2)cc1 (stereo unspecified),8,-1,-8,-9,11,-12,0,1.6,-4
CC(C)CN(C(=O)c1ccc(S(=O)(=O)N2CCCCC2)cc1)C1CCS(=O)(=O)C1 (stereo unspecified),4,2,2,-5,0,-2,-3,2.7,-2
Cc1ccc(S(=O)(=O)N2CC=C(C(=O)NC3CC3)CC2)cc1,8,-2,-2,9,2,0,2,1.1,2
O=C(CCNC(=O)c1ccco1)NCc1ccc(C(=O)O)cc1,17,0,-7,5,17,-8,0,0.1,2
Cc1cccc(Oc2ncc(-c3ccc(Cl)cc3)cn2)c1C,12,0,52*,34,-21,1,-2,3.5,7
CCCCN(C)C(=O)c1ccc(S(=O)(=O)N2CCOCC2)cc1,10,-1,-5,6,-5,-6,0,1.9,-3
Cc1ccc(S(=O)(=O)C(CNC(=O)C(C)C)c2cccs2)cc1 (stereo unspecified),14,-3,6,6,-6,-8,-2,1.7,8
CSCCC(NC(=O)COc1ccccc1)C(=O)N1CC(C)OC(C)C1 (stereo unspecified),-1,1,-3,8,-8,-4,-5,-2.4,-11
Cn1c(N)cc(-c2ccc(F)cc2)c(C#N)c1=O,14,4,-16,3,24,1,-4,0.7,1
CCNC(=O)Nn1c(-c2ccccc2)nc2ccccc2c1=O,11,-1,-8,-6,2,-17,-3,-4.6,-11
Cc1c(Cl)cccc1NC(=S)N1CCN(S(=O)(=O)c2cccs2)CC1,13,-2,-1,-15,-21,-8,14,-0.4,4

# By substructure, those above with an NH in an aromatic ring.
SMILES,Mdm2 MdmX PPI,XBP1 UPR activ,EBI2 block,Jurkat NFkB inh,697 NFkB inh,CXCR6 block,Gli-Sufu block,UPR CHOP act,CCR6 antag
CCCc1nc2c([nH]1)C(c1cccnc1)C(C#N)=C(N)O2 (stereo unspecified),-18,0,-8,3,13,2,1,3.5,-3
Cc1ccc(-n2c(=O)[nH]cc(C(=O)N3CCc4ccccc43)c2=O)cc1C,16,-1,-4,-2,-6,0,0,-2.0,15

# Continuation:
SMILES,Mdm2 MdmX PPI,XBP1 UPR activ,EBI2 block,Jurkat NFkB inh,697 NFkB inh,CXCR6 block,Gli-Sufu block,UPR CHOP act,CCR6 antag
O=C(CN1C(=O)NC2(CCc3ccccc32)C1=O)c1ccc(Cl)cc1 (stereo unspecified),7,-6,0,-1,6,-8,4,2.1,7
Cc1ccc(NC(=O)COC(=O)CN2C(=O)NC(C)(C)C2=O)cc1S(=O)(=O)N1CCOCC1,19,0,2,-1,25,-3,-10,-0.9,-2
CCCCCn1c(N2CCCC2)nc2c1c(=O)n(C)c(=O)n2C,20,-3,4,4,-8,6,31,-0.6,10
CCOC(=O)c1cnn2c(C(F)F)cc(C3CC3)nc12,23,-3,-11,4,5,-3,0,-2.8,-4
CCOC(=O)N1CCN(c2ccc(C(F)(F)F)cn2)CC1,-3,-3,-10,-14,-20,2,6,3.0,-6
CS(=O)(=O)c1ccc(Cl)c(NC(=O)C2CC(=O)N(c3ccc4c(c3)OCCO4)C2)c1 (stereo unspecified),2,-1,3,-3,-1,4,41,0.1,17
CC(C(=O)Nc1ccc2[nH]c(=O)[nH]c2c1)N1CCN(Cc2ccc3c(c2)OCO3)CC1 (stereo unspecified),17,-2,-6,0,6,-2,2,1.0,8
CCc1ccc2[nH]c(=O)c(CN(CCN(C)C)C(=O)Nc3ccccc3OC)cc2c1,26,-2,-4,-19,6,1,1,0.8,2
CCOC(=O)c1nc(SC)n(C)c1C(=O)OCC,·,·,-9,·,·,-3,-8,·,-13
Cc1cc(C)nc(NNS(=O)(=O)c2c(C)cc(C(C)(C)C)cc2C)n1,-3,1,16,-1,0,19,3,0.7,38
CCOc1ccccc1CNc1nnnn1C,10,-2,-18,1,5,2,·,-0.3,-4
CCCCCOC(=O)C1C(c2ccccc2)C(C(=O)O)C1c1ccccc1 (stereo unspecified),6,-1,-5,12,10,-5,2,0.5,-26

# 19 entries from above, sorted by formula weight, ascending.
SMILES,Mdm2 MdmX PPI,XBP1 UPR activ,EBI2 block,Jurkat NFkB inh,697 NFkB inh,CXCR6 block,Gli-Sufu block,UPR CHOP act,CCR6 antag
CCC(CC)C(=O)NCCCN1CCOCC1,-8,-4,-7,7,4,-5,-8,0.0,8
Cn1c(N)cc(-c2ccc(F)cc2)c(C#N)c1=O,14,4,-16,3,24,1,-4,0.7,1
Cc1nc2ccccc2c2oc(C(=O)NC3CC3)cc12,25,1,3,4,6,0,-10,-0.1,-1
CCOC(=O)c1nc(SC)n(C)c1C(=O)OCC,·,·,-9,·,·,-3,-8,·,-13
N=C1S/C(=C\c2ccco2)C(=O)N1c1nccs1,38,10,-3,-8,-52,66*,-24,11,83*
CCCc1nc2c([nH]1)C(c1cccnc1)C(C#N)=C(N)O2 (stereo unspecified),-18,0,-8,3,13,2,1,3.5,-3
O=C(Nc1ccc(Cl)cc1)c1sccc1-n1cccc1,7,-1,11,0,-21,-2,-18,-0.3,10
Cc1cccc(Oc2ncc(-c3ccc(Cl)cc3)cn2)c1C,12,0,52*,34,-21,1,-2,3.5,7
Cc1ccc(CNC(=O)Cc2ccc(-c3ccccc3)cc2)cc1,58*,2,-13,63*,21,0,45,-0.9,-20
O=C(CCNC(=O)c1ccco1)NCc1ccc(C(=O)O)cc1,17,0,-7,5,17,-8,0,0.1,2
Cc1ccc(S(=O)(=O)N2CC=C(C(=O)NC3CC3)CC2)cc1,8,-2,-2,9,2,0,2,1.1,2
Cc1ccc2nc(SCC(=O)Nc3cc(C)on3)nc(=O)n2c1,28,0,-2,8,0,-7,-3,2.6,4
O=C(CN1C(=O)NC2(CCc3ccccc32)C1=O)c1ccc(Cl)cc1 (stereo unspecified),7,-6,0,-1,6,-8,4,2.1,7
CCCCCOC(=O)C1C(c2ccccc2)C(C(=O)O)C1c1ccccc1 (stereo unspecified),6,-1,-5,12,10,-5,2,0.5,-26
COCCn1c(-c2ccc(OC)cc2)cnc1SCC(=O)Nc1cc(C)on1,-10,-2,-1,-4,-19,4,-4,-2.2,-2
CC1CCN(C(=O)CC2C(=O)Nc3c2c(=O)n(C)c(=O)n3Cc2ccccc2)CC1 (stereo unspecified),16,0,-3,11,13,0,-8,0.2,2
Cc1c(Cl)cccc1NC(=S)N1CCN(S(=O)(=O)c2cccs2)CC1,13,-2,-1,-15,-21,-8,14,-0.4,4
CC(C)CN(C(=O)c1ccc(S(=O)(=O)N2CCCCC2)cc1)C1CCS(=O)(=O)C1 (stereo unspecified),4,2,2,-5,0,-2,-3,2.7,-2
Cc1ccc(-c2nc(S(=O)(=O)c3ccccc3)c(SCC(=O)NCC3CCCO3)o2)cc1 (stereo unspecified),19,-7,3,3,12,12,-4,1.9,17

# Screening data: PubChem BioAssay, Sanford-Burnham Center for Chemical Genomics
